# esBAF inh = SWI/SNF esBAF complex inhibition; mouse ES cells, Bmi1-luciferase knock-in reporter, 24 h; 100% = twice the neutral-well signal; reporter increase, % at 12.5 µM; hit rate 2% among 350,000; in the data active = activation above about 40%;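 note: 0% = median of the plate's neutral control wells and 100% = double that signal; a rise in the Bmi1 reporter signal indicates esBAF inhibition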
# RAD52 anneal inh = inhibitors of human RAD52 DNA annealing | recombinant RAD52 DNA annealing, FRET fluorescence | inhibition, % at 18.7 µM | hit rate 0.46% among 360,000;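 active = every replicate showing at least 50% inhibition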
# EWS-Fli block = blocks EWS/Fli oncoprotein-driven transcription; A673 NR0B1-luciferase reporter, viability-normalised; inhibition, % at 12.6 µM; AID 651661; hit rate 0.67% among 350,000;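 active = mean inhibition of at least 50% after viability correction, with every replicate also passing that limit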;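 note: firefly luciferase signal divided by Alamar Blue viability fluorescence both relative to DMSO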
# FN deposition inh = fibronectin deposition inhibition; AH1F fibroblasts, Alexa488-fibronectin deposition fluorescence, overnight; inhibition, % at 12.6 µM; hit rate 0.086% among 350,000;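 active = mean inhibition across replicates of 30% or more, regardless of how many single replicates reach that level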;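 note: positive control wells lacked labelled fibronectin entirely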
#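 Material: AH1F fibroblast monolayer depositing Alexa488-labelled fibronectin into matrix | Input: 10000 AH1F cells/well | Medium: DMEM plus 2% serum, read in PBS | Reagent: Alexa488-fibronectin, 24 nM final in well | Compound dosing: One dose per compound, pinned | Schedule: 1 h adhesion, overnight exposure | Measured by: Fluorescence at 485 nm excitation, 525 nm emission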
# RAD54 inh = inhibitors of human RAD54 branch migration | inhibition, % at 10.4 µM | hit rate 0.14% among 360,000 | RAD54 Holliday junction branch migration, FAM/BHQ fluorescence | Q92698;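 active = mean normalized replicate activity at least 40 and at least half of replicates scoring 40 or more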;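 note: 0% = median of neutral control wells and 100% = median of positive control wells; inhibitors cause a drop in the FAM fluorescence signal; in these data hits start at about 50%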
# Target sequence (Q92698 whole entry, looked up): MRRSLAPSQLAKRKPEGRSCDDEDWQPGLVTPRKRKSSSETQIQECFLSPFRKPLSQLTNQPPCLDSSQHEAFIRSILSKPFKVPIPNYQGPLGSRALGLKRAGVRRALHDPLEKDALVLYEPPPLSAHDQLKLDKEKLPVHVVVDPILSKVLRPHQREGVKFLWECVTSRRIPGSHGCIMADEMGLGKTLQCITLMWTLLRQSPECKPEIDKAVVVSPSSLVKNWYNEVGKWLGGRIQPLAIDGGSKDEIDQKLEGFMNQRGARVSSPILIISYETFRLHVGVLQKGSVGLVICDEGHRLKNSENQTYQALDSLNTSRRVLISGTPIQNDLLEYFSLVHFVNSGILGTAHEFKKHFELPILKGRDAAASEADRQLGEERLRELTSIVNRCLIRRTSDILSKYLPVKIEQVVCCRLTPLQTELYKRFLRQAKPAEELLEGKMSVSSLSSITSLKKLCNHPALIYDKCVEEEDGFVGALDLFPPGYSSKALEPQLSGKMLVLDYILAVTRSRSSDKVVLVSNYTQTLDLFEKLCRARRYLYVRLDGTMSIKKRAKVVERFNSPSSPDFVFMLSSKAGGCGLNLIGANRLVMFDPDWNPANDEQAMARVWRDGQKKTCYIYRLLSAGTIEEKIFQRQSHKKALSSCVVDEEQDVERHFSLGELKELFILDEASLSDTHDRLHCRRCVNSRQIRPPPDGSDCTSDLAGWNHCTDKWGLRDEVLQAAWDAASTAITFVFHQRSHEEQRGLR
# E-sel inducer = E-selectin induction on HUVECs; P16581; HUVEC E-selectin immunofluorescence imaging; normalized: neutral wells 0, TNF-alpha wells 100; activation, % at 7.58 µM; hit rate 0.37% among 260,000;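 active = mean E-selectin-positive cell signal at least 10% of the positive control, reached in at least 60% of replicates, without over 20% cell loss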;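 note: in these data hits start at about 27%; measured in HUVEC primary endothelial cells; signal is the percent of cells scored E-selectin positive by PE staining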
#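 Test system: HUVEC; input: 3,000 HUVEC/well; measured by: immunofluorescence imaging; read-out: % PE-positive cells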
# S100A4 inh HTS = blocks human S100A4 binding to myosin IIA peptide; AID 652163; P26447; inhibition, % at 10.7 µM; S100A4/TAMRA-MyoIIA peptide fluorescence polarization; hit rate 0.14% among 360,000;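 active = mean inhibition of at least 70% across replicates, with every replicate also reaching that level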
# Target sequence (P26447 whole entry, looked up): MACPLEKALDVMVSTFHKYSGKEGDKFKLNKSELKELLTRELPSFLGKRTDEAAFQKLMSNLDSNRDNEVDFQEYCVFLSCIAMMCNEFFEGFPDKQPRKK
#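 Material: S100A4 monomer protein | Medium: HEPES pH 7.2 with CaCl2, KCl, NaCl, DTT, Triton | Reagent: Labelled myosin peptide probe, 5 nM | Doses: One dose per compound | Times: 5 min incubation before reading | Benchmarks: Neutral control DMSO, positive control TFP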
# Xi reactivation = reactivates the inactive X chromosome in mouse fibroblasts; XiGFP mouse fibroblasts, % GFP-positive cells imaging, 3 d; cells co-treated with 5-aza-dC sensitizer; scaled so ellipticine positive control = 100%; activation, % at 7.58 µM; hit rate 0.055% among 360,000;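 active = mean normalized replicate activation at least 10% and every replicate at or above 10%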;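 note: 0% = median of on-plate neutral control wells and 100% = ellipticine 6 µM median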
#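 Assay system: SV40-immortalized XiGFP fibroblast cells, line 68-5-11; buffer or medium: DMEM plus 5-aza-dC sensitizer; compound: one concentration, pinned; timing: compounds 3 days, fix/stain 15 min at room temperature; benchmarks: positive control ellipticine, 6 µM final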
# Numbers without * were called inactive; i = inactive; nt = not tested or not shown; & = joins results of further samples.
SMILES	esBAF inh	RAD52 anneal inh	EWS-Fli block	FN deposition inh	RAD54 inh	E-sel inducer	S100A4 inh HTS	Xi reactivation
COc1ccc(NC(=O)COC(=O)CCC2CCCC2)c(OC)c1	-10	-20	-1	-2	-16	nt	-1	-0.1
CC(C)CC#Cc1ccc2c(c1)O[C@H](CN(C)S(=O)(=O)c1cccc(F)c1)[C@@H](C)CN([C@@H](C)CO)S2(=O)=O	2	11	13	nt	2	-0.4	-38	-1.3
CNc1snc(C)c1C(=O)OC(C)C(=O)Nc1ccccc1 (stereo not given)	1	-27	7	1	2	nt	10	0.2
C[C@@H]1CN([C@@H](C)CO)C(=O)Cc2cc(NC(=O)Nc3ccc4c(c3)OCO4)ccc2O[C@H]1CN(C)C(=O)Nc1ccccc1	8	nt	-14	nt	8	-0.3	nt	0.0
CN(C(=O)COC(=O)c1cccc(F)c1)c1ccccc1	3	-8	-9	3	3	0.8	-19	0.2
Cc1c(F)cccc1NC(=O)c1ccc2c(c1)CCN2S(C)(=O)=O	4	-6	5	0	3	nt	-18	0.3
CCc1ccc(NC(=O)CCC(=O)N2CCSc3ccccc32)cc1	-9	-31	-3	10	-16	-0.1	6	0.1
COc1cccc(S(=O)(=O)N[C@@H]2C=C[C@H](CC(=O)NCc3ccccc3)O[C@@H]2CO)c1	nt	10	nt	nt	nt	-1.0	-10	0.0
Cc1ccc(Cl)cc1N1CCN(CC(=O)NC2CCCc3ccccc32)CC1 (stereo not given)	nt	-8	8	2	nt	-1.8	-5	0.0
CC1=C(C)C(=O)N(C(C)CCc2ccccc2)C1=O (stereo not given)	-4	-29	13	-3	0	-0.1	3	0.3
COc1ccccc1Cc1c(-c2ccc(C)cc2)nc2cc(C)c(Br)c(C)n12	nt	-28	-106	-1	nt	0.1	-1	0.1
CCC(=O)N1CC(=O)N2[C@H](CO)[C@H](c3ccc(C#Cc4cccc(OC)c4)cc3)[C@@H]2C1	nt	-15	1	nt	nt	0.1	9	0.0
CCS(=O)(=O)N1CC2(CN(Cc3ccccc3F)[C@H](CO)c3c2c2ccc(OC)cc2n3C)C1	nt	-15	15	nt	nt	1.2	-8	-0.1
Cc1cc2cc3c(cc2nc1SCC(=O)O)CCC3	nt	-26	9	2	nt	1.0	5	0.0
CC(=O)Nc1ccc(NC(=O)c2ccnn2C)cc1	-10	-5	2	-11	7	nt	-1	0.1

# As entered above.
# esBAF inh result of CC1=C(C)C(=O)N(C(C)CCc2ccccc2)C1=O (stereo not given) stands at -4
# EWS-Fli block result of CCS(=O)(=O)N1CC2(CN(Cc3ccccc3F)[C@H](CO)c3c2c2ccc(OC)cc2n3C)C1 stands at 15
# Xi reactivation result of COc1ccccc1Cc1c(-c2ccc(C)cc2)nc2cc(C)c(Br)c(C)n12 stands at 0.1

# Part of the list above in order of length of the SMILES, falling:
SMILES	esBAF inh	RAD52 anneal inh	EWS-Fli block	FN deposition inh	RAD54 inh	E-sel inducer	S100A4 inh HTS	Xi reactivation
Cc1ccc(Cl)cc1N1CCN(CC(=O)NC2CCCc3ccccc32)CC1 (stereo not given)	nt	-8	8	2	nt	-1.8	-5	0.0
Cc1c(F)cccc1NC(=O)c1ccc2c(c1)CCN2S(C)(=O)=O	4	-6	5	0	3	nt	-18	0.3
CC1=C(C)C(=O)N(C(C)CCc2ccccc2)C1=O (stereo not given)	-4	-29	13	-3	0	-0.1	3	0.3

# (continued)
SMILES	esBAF inh	RAD52 anneal inh	EWS-Fli block	FN deposition inh	RAD54 inh	E-sel inducer	S100A4 inh HTS	Xi reactivation
COCC(=O)N(C)C[C@H]1Oc2ncc(-c3ccccc3F)cc2C(=O)N([C@@H](C)CO)C[C@@H]1C	-1	-12	-7	-10	11	0.8	nt	-0.8
Nc1cc([N+](=O)[O-])ccc1OCc1ccccc1	nt	-7	-53	1	nt	nt	-1	-0.1
CO[C@@H]1CN(C)C(=O)c2ccc(NC(=O)C3CCC3)cc2OC[C@H](C)N(Cc2cccnc2)C[C@@H]1C	-1	6	-2	-4	-13	0.2	-11	0.0
Cc1noc(C)c1NC(=O)Nc1ccc2c(c1)C(=O)N([C@@H](C)CO)C[C@@H](C)[C@@H](CN(C)S(=O)(=O)c1ccccc1)OCCCC[C@H](C)O2	-2	27	-3	4	2	-0.1	-31	0.0
Cc1ccc(C2=Nc3ccccc3SC(c3cccc([N+](=O)[O-])c3)C2)cc1 (stereo not given)	29	-12	-24	1	1	1.2	3	0.1
O=C(NCC1CCCCC1)c1cccnc1	0	-4	-5	3	-7	0.2	10	0.3
CCOc1cc(/C=N/Nc2ncnc(Cl)c2N)ccc1O	57*	nt	nt	-8	1	nt	nt	-0.1
CSCCC1NC(=O)C(C(C)=Nc2ccccc2)=C1O (stereo not given)	32	-8	-46	9	7	0.1	1	0.0
CCCNC(=O)C[C@H]1CC[C@H]2[C@@H](COc3ccc(NC(=O)Nc4ccccc4F)cc3C(=O)N2C)O1	-7	-7	-6	8	2	0.0	-6	0.2
O=C(C1=C[C@@H](c2csc3ccccc23)C[C@@H](OCc2ccc(CO)cc2)O1)N1CCN(Cc2ccc3c(c2)OCO3)CC1	-21	-17&-21&-76	37&9&0	-5	-9&-12&8	0.0	2&-12&-16	-0.2
Cc1cccc(N(CC(=O)NCCSCc2ccccc2)S(C)(=O)=O)c1	-1	-17	7	5	-2	2.7	3	0.5
CC1(C)CC(=O)C=C(N2CCOCC2)C1	-4	-8	-6	18	9	5.8	-2	0.0
O=C(NCC1CCCO1)c1onc(CSc2cccc3ccccc23)c1C(=O)O (stereo not given)	2	-12	-13	-6	-3	-0.1	-14	0.0
O=C(C[n+]1ccc(C(=O)c2ccccc2)cc1)Nc1ccc(C(F)(F)F)cc1	-2	15	-5	14	1	nt	3	0.0
O=C(C[N+]1(CC#Cc2ccccc2)CCOCC1)c1ccccc1	nt	-4	2	nt	nt	nt	-6	0.0

# Next section
SMILES	esBAF inh	RAD52 anneal inh	EWS-Fli block	FN deposition inh	RAD54 inh	E-sel inducer	S100A4 inh HTS	Xi reactivation
CN(C)c1ccc(N/C(=N\S(=O)(=O)c2cccs2)c2ccccc2)cc1	nt	-3	-13	-12	-11	0.7	-1	0.2
COc1ccc(NC(=O)N(C)C[C@H]2OCCCC[C@@H](C)Oc3ccc(NC(=O)Nc4ccc5c(c4)OCO5)cc3C(=O)N([C@@H](C)CO)C[C@H]2C)cc1	-1	20	-3	nt	-14	-0.1	-9	0.1
COc1ccc(CN(C)C[C@H]2Oc3ccc(NS(=O)(=O)c4ccc(C)cc4)cc3C(=O)N([C@H](C)CO)C[C@H]2C)cc1	0	20	-1	nt	-13	1.6	2	-0.7
O=C(N/N=C/c1ccccc1[N+](=O)[O-])c1ccc2c(c1)OCCO2	nt	-11	28	0	nt	2.3	2	0.0
COc1ccc(CN(C)C[C@H]2Oc3ccc(NS(=O)(=O)c4ccc(OC)cc4)cc3CC(=O)N([C@H](C)CO)C[C@H]2C)cc1	0	20	0	nt	4	-0.3	-15	0.1
C/C(=N\NC(=O)c1ccc(Cl)cc1)c1ccccn1	-9	-7	27	6	2	0.3	-3	0.4
CC(=O)C1=C(O)C(=O)N(C)C1c1ccccc1[N+](=O)[O-] (stereo not given)	3	-7	14	13	nt	0.8	8	0.0
C[C@H](CO)N1C[C@H](C)[C@@H](CN(C)Cc2cccnc2)Oc2cc(C#CCN(C)C)ccc2S1(=O)=O	2	-6	1	-2	11	0.3	11	-1.0
O=C(Cn1nnc(-c2ccccc2F)n1)OCC(=O)c1ccccc1	-1	-21	1	7	nt	nt	5	0.0
COc1ccc(S(=O)(=O)N2C(=O)/C(=C3\SC(N)=NC3=O)c3ccccc32)cc1	-5	-33	1	11	-10	-0.2	2	0.0
O=C(C[C@@H]1C=C[C@H](NC(=O)C2CC2)[C@H](CO)O1)NC1CCC1	3	-5	0	9	0	0.3	2	0.0
Cc1cccc(C)c1OC(=O)CN1C(=O)c2ccccc2C1=O	1	-4	-1	-2	-2	0.0	3	0.1
COCC(=O)N1CC2(C1)[C@@H](c1ccc(-c3ccc(F)cc3)cc1)[C@@H](CO)N2C(=O)C1CC1	nt	-28	-6	nt	nt	-0.5	6	0.1
CSc1cccc(NC(=O)CNS(=O)(=O)c2ccccc2)c1	5	-4	4	nt	0	-0.2	-4	0.3
COc1ccc(CNC(=O)COc2ccc(C(=O)c3ccc(F)cc3)cc2)cc1	nt	-2	14	9	nt	-0.4	-13	-0.1

# Next section.
SMILES	esBAF inh	RAD52 anneal inh	EWS-Fli block	FN deposition inh	RAD54 inh	E-sel inducer	S100A4 inh HTS	Xi reactivation
CC(=O)c1cccc(-c2cnc3c(NC=O)cc(-c4ccccc4F)cn23)c1	8	-12	16	6	-5	-0.4	2	0.2
CS(=O)(=O)Nc1ccccc1C(=O)OCC(=O)NC1CC1	-11	-13	-2	-1	6	0.0	-1	0.0
CC1CCCN(CC(O)COc2ccc(S(=O)(=O)N3CCCC3)cc2[N+](=O)[O-])C1 (stereo not given)	-10	-9	4	-8	0	nt	-3	0.1
CCN1/C(=C\c2ccc3cc(C)ccc3[n+]2CC)Sc2cc(C)c(C)cc21	-49	i	57*	0	i	nt	-39	77*
COc1ccc(NC(=O)N(C)C[C@@H]2OCCCC[C@@H](C)Oc3ccc(NS(=O)(=O)c4ccc(F)cc4)cc3C(=O)N([C@H](C)CO)C[C@H]2C)cc1	7	31	11	nt	5	0.1	-18	0.2
Cc1cc2cc(CNC(=O)Nc3ccccc3)ccc2[nH]1	-6	-6	-52	-2	-5	0.3	1	0.1
Cc1ccc(C)c(OCC(=O)N(Cc2nnc(-c3ccccc3Cl)o2)C2CC2)c1	4	-7	-11	-2	16	nt	0	0.1
C[C@H](CO)N1C[C@H](C)[C@H](CN(C)C(=O)c2ccccc2)OCCCC[C@H](C)Oc2ccc(NC(=O)Nc3ccc(F)cc3)cc2C1=O	-1	-1	5	nt	2	-0.2	-6	-0.1
Cc1c(C(C)(C)O)[nH]c2ccc(C#N)cc12	0	-6	-11	-11	4	-0.2	-5	0.0
Cc1cc(C(=O)NCC(=O)OCC(=O)NCC2CCCO2)ccc1[N+](=O)[O-] (stereo not given)	-4	1	-11	-3	-1	0.0	6	0.0
O=C(COc1cc(F)ccc1[N+](=O)[O-])Nc1cc(S(=O)(=O)N2CCCC2)ccc1Cl	-2	-10	10	-3	-10	-1.8	-9	0.2
CSc1ccccc1NC(=O)c1cc(-c2cccnc2)nc2ccc(Br)cc12	5	-28	20	nt	-1	nt	-13	-0.1
CC1CCN(C(=O)CCc2nnc3ccc(NCc4ccco4)nn23)CC1	-2	-11	4	-21	-10	nt	-1	0.0
COc1ccc(NC(=O)N(C)C[C@@H]2Oc3c(NC(=O)Nc4ccc(C(F)(F)F)cc4)cccc3C(=O)N([C@@H](C)CO)C[C@H]2C)cc1	-7	nt	-8	nt	nt	-0.5	nt	-0.1
C[C@@H]1CN([C@@H](C)CO)C(=O)c2cc(NC(=O)C3CCCCC3)ccc2O[C@@H]1CN(C)Cc1ccncc1	-2	4	4	nt	-13	-2.0	1	0.1
Cc1noc(C)c1NC(=O)N(C)C[C@@H]1OCc2cn(nn2)CCCC(=O)N([C@@H](C)CO)C[C@@H]1C	-1	nt	-2	3	nt	-0.3	nt	0.2
N=c1n(N)c2ccccc2n1CC(=O)c1ccc(Br)cc1	52*	-5	-99	-7	-1	nt	4	0.0
CC(=O)N1[C@H](CO)[C@H](c2ccc(C3=CCCC3)cc2)[C@H]1CNC(=O)CC1CC1	nt	-1	nt	2	nt	0.2	8	0.0

# High-throughput results from PubChem.

# An unsorted share of the library (roughly 3% active in at least one column).
